Screens from PubChem.
HSF1 inh: HSF1 inhibitors in luciferase reporter cells, primary screen, cell-based, NIH3T3, luminescence; NIH3T3-HGL HSE-luciferase, MG132-induced, luminescence 8 h; stronger effect = lower value; activity change, negative = inhibition, % at 7.5 µM (by protocol); 300,000 tested, 0.77% active; AID 2098, 2009;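 active = more than half of replicate wells show activity change below -50%, luminescence cut by over half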;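 also: luciferase reports HSF-1 transcriptional activity via heat shock element; 0% = median of DMSO wells and -100% = zero luminescence signal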
HSP90 refold inh: HSP90 inhibitors, primary screen, cell lysate, luminescence; inhibition, % at 5.6 µM; AID 1789, 2009; Rabbit reticulocyte lysate, luciferase refolding luminescence, 3 h; 290,000 tested, 0.91% active;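 active = inhibition above the screen-wide mean plus 3 SD, computed separately per campaign, cut at about 16% in these data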;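 also: 0% = DMSO wells and 100% = 60 µM geldanamycin wells; inhibitors lower the luminescence because luciferase stays unfolded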
HSF1 activator: HSF-1 activators, primary screen, NIH3T3-HGL cells, MG132 stress, luminescence, single point; NIH3T3-HGL HSF-1 luciferase reporter, 8 h; 100% = twice DMSO control signal; activation, % at 9 µM; 300,000 tested, 1.7% active; AID 504408, 2011;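 active = mean replicate activation of at least 50% with a set share of replicates each reaching 50%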;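 also: 0% = median of the neutral control wells and 100% = twice that signal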
KLF5 inhibitor: KLF5 expression inhibitors, primary screen, DLD-1 cells, luminescence; 290,000 tested, 0.23% active; AID 1700, 2009; inhibition, % at 5 µM; DLD-1 KLF5 promoter-luciferase reporter;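 active = inhibition above a per-plate limit of that plate's mean compound inhibition plus 3 SD, cut at about 60% in these data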;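 also: 0% = DMSO wells and 100% = LY294002 at 200 µM; higher means less KLF5 promoter-driven luciferase light; inactives centre near -14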
aSyn 5UTR inh: MLPCN primary screen, SNCA 5' untranslated region | alpha-synuclein 5'UTR reporter, inhibitor activity | inhibition, % (tested at 7.5 µM) | 300,000 tested, 0.82% active | AID 1813, 2009; in the data active = inhibition above about 60%;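 also: H4 neuroglioblastoma cells stably carrying SNCA 5'UTR luciferase fusion; 0% = DMSO wells and 100% = positive control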
AI-2 QS modul: Vibrio harveyi AI-2 quorum sensing modulators, primary screen, JMH597 strain, luminescence/OD600 ratio; Vibrio harveyi JMH597 AI-2 luminescence/OD600 ratio, 9 h; stronger effect = lower value; strain lacks LuxN and CqsS sensors; 0 = neutral-control median; activity change, % at 7.5 µM; 300,000 tested, 0.4% active; in the data active = activity change below about -75%, passing the limit was not always enough;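 also: luminescence divided by OD600 gain over 9 h not by final OD600 alone; inactives centre near 13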
IEC-6 tox: cytotoxicity in IEC-6 intestinal epithelial cells, primary screen, cytotoxicity control for KLF5 inhibitor project, cell-based, luminescence; 290,000 tested, 0.78% active; IEC-6 cytotoxicity, luminescence viability; inhibition, % at 5 µM; in the data active = inhibition above about 22%;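 also: 0% = plate median of test compound wells and 100% = cytotoxic reference compound wells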
Platelet DG rel: inhibitors of platelet dense granule secretion, primary screen, cell-based, MLPCN, human platelets; human platelet-rich plasma, SFLLRN dense granule ATP release, luminescence; inhibition, %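 (compounds screened at 7.5 µM in platelet-rich plasma)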; 300,000 tested, 0.22% active;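 active = mean replicate score, as percent of positive control, at or above 50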
HIF activator: HIF pathway transcriptional activators, primary screen, cell-based, U2OS HRE-luciferase, luminescence; U2OS HRE-luciferase reporter; normalized: DMSO 0%, desferrioxamine 100%; activation, % at 7.5 µM (by protocol); 300,000 tested, 0.32% active; AID 1910, 2009;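 active = mean activation of at least 10% of the iron chelator positive control signal, with at least half of replicates also reaching 10%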
HDAC3 inh: HDAC3 deacetylase inhibitors, primary screen, biochemical, fluorescence, cell-free homogeneous | Histone deacetylase 3 (Homo sapiens), O15379 | recombinant HDAC3, fluorogenic peptide/trypsin coupled | inhibition, % at 8.3 µM | 320,000 tested, 0.15% active | AID 2718, 2010; in the data active = inhibition above about 26%, passing the limit was not always enough
Target sequence (O15379 whole entry, looked up): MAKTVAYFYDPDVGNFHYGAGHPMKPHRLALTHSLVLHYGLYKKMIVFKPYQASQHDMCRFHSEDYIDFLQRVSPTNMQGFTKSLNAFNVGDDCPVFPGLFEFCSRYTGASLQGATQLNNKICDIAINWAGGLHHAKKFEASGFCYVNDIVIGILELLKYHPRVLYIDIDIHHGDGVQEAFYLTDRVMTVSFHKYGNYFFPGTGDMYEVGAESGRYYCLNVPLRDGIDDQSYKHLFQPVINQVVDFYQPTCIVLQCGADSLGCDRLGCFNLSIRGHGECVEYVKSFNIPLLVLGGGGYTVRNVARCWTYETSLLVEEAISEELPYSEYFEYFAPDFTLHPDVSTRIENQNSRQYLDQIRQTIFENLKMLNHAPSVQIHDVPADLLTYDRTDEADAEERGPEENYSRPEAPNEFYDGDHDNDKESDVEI
Starred values were filed as active, the others as inactive; x = not tested or not shown.

nr | canonical_smiles | HSF1 inh | HSP90 refold inh | HSF1 activator | KLF5 inhibitor | aSyn 5UTR inh | AI-2 QS modul | IEC-6 tox | Platelet DG rel | HIF activator | HDAC3 inh
1 | Cn1c(=O)[nH]c(=O)c2c1nc(SCCO)n2CC(O)COc1ccccc1 (stereo unspecified) | -6 | 3 | 0 | -30 | 21 | 11 | 5 | -1 | -0.2 | -1
2 | Cc1cc2cc(C)c(NCCNC(=O)c3ccccc3F)nc2cc1C | -6 | 0 | 3 | -5 | 5 | 11 | 6 | 24 | -0.5 | -4
3 | O=C(CNC(=O)c1ccc(Cl)cc1)N/N=C/C=C/c1ccccc1 | 4 | 4 | 16 | 13 | 12 | 29 | 1 | 4 | 0.1 | -5
4 | O=C(NCc1ccccc1)C1CCCN(S(=O)(=O)c2ccc(-n3cnnn3)cc2)C1 (stereo unspecified) | 2 | -4 | 1 | -9 | -11 | 21 | 0 | -4 | -40 | -1
5 | COC(=O)Cn1c(C(F)(F)F)nc2ccccc21 | -6 | -1 | 6 | -15 | -2 | 15 | -2 | -1 | -0.5 | 0
6 | CCOc1ccc(C(=O)NCC(=O)N2CCN(C/C=C/c3ccccc3)CC2)cc1OCC | 1 | x | 8 | x | 17 | 1 | x | -5 | -0.4 | -3
7 | Cc1c2c(n3c(nc4ccccc43)c1C#N)N(CCN(C)C)CC2 | 3 | 5 | 24 | 0 | 13 | 6 | 3 | -4 | -0.7 | -85
8 | Cc1ccc(/C=C/C(=O)OCC(=O)Nc2cccc(S(=O)(=O)N(C)C)c2)o1 | 0 | -2 | 4 | -14 | 9 | 20 | -6 | 7 | -1.7 | 11
9 | Cc1cccc(N(C(=O)c2csnn2)C(C(=O)NC(C)(C)C)c2ccncc2)c1 (stereo unspecified) | 12 | -2 | 20 | -2 | 17 | -10 | 0 | 4 | 0.5 | 2
10 | CC(C)Nc1nc(SCC(=O)Nc2ccccc2)nc(N2CCOCC2)n1 | -4 | 5 | -4 | 2 | 30 | 29 | 0 | 7 | -0.2 | 3
11 | O=C(CN1CCCCC1)Nc1ccccc1NC(=O)CN1CCCCC1 | -8 | 4 | -24 | -24 | 9 | 4 | 2 | 3 | -0.4 | 5
12 | Cc1nnc(Sc2nc3c(c(=O)n(C)c(=O)n3C)n2Cc2ccc(Cl)cc2)s1 | -3 | -1 | -12 | 6 | 27 | -4 | 0 | 3 | -0.3 | -7
13 | CC(C)NC(=O)c1ccc2c(c1)N(Cc1ccccc1)C(=O)C(C)(C)O2 | -4 | 0 | 12 | -12 | 21 | -1 | 14 | 22 | -1.6 | -1
14 | O=C(/C=C/c1ccccc1)N(Cc1cccc(Cl)c1)C1CCS(=O)(=O)C1 (stereo unspecified) | -2 | -2 | 8 | -21 | 0 | 27 | -4 | 0 | -1.0 | -2
15 | O=C(NC(=O)c1ccccc1O)c1ccc2c(c1)CCO2 | 17 | 19* | 20 | -79 | -48 | x | 6 | 0 | -0.9 | 1
16 | COC(C(=O)Nc1ccc(C(N)=O)cc1)c1ccccc1 (stereo unspecified) | -1 | 0 | 7 | -4 | -9 | 23 | -6 | 0 | -0.2 | -7
17 | C=CCN1CC(O)=C(c2ccccc2)C1=N | -4 | 0 | 20 | -50 | 2 | 4 | 1 | 0 | 0.1 | 9
18 | CCOC(=O)c1c(NC(=O)COC(=O)c2nccnc2N)sc(C(=O)N(C)C)c1C | -51* | x | -62 | x | 6 | 11 | x | 0 | 0.1 | -26
19 | O=C1CCC([N+](=O)[O-])C(c2cccc([N+](=O)[O-])c2)N1 (stereo unspecified) | 4 | 1 | 0 | -51 | 2 | 15 | -2 | 0 | 0.0 | -5
20 | CNS(=O)(=O)c1ccc(NC(=O)c2ccccn2)cc1 | 10 | 0 | 28 | -53 | -73 | 12 | -2 | 1 | 1.3 | -3
21 | Cc1ccc(/C=C2/C(=N)N3N=C(CC(=O)N4CCCC4)SC3=NC2=O)o1 | 8 | 0 | 31 | -15 | -3 | 41 | -3 | -7 | 0.1 | 6
22 | N#C/C(=C\C=C\c1ccccc1)C(=O)NCc1cccnc1 | 13 | -2 | 9 | -47 | -70 | 20 | -5 | -2 | 0.7 | 7
23 | Cc1ccc(S(=O)(=O)N2CCCC(c3nnc4n3-c3ccccc3SC4)C2)cc1 (stereo unspecified) | 10 | 1 | -3 | -5 | 16 | 30 | -1 | -7 | -1.6 | -3
24 | C[n+]1cccc(/C=N/NC(=O)CC23CC4CC(CC(C4)C2)C3)c1 | -7 | 1 | -5 | -8 | 10 | -11 | -3 | 1 | 0.1 | 5
25 | Oc1ccc(Br)cc1/C=N/NC(=S)NCCc1ccccc1 | -3 | -1 | 16 | -9 | 20 | 13 | -3 | 0 | -0.4 | 5
26 | CC(C)(C)c1csc(NC(=O)c2ccc(Br)o2)n1 | 14 | 1 | 35 | -95 | -35 | 21 | -4 | -17 | 1.5 | 2
27 | CCCN(CCC)CCCNC(=O)C1CCC(CNS(=O)(=O)c2cccc3nsnc23)CC1 (stereo unspecified) | -5 | 1 | 10 | -5 | 23 | 19 | 0 | -32 | -0.2 | 4
28 | COc1ccc(C2C(C#N)=C(N)OC3=C2C(=O)CCC3)c(OC)c1OC (stereo unspecified) | -5 | 1 | 10 | -22 | 3 | 30 | -5 | 8 | x | 1
29 | CC(=O)N1CCN(c2ccc(NC(=S)NC(=O)COc3ccc(C(C)(C)C)cc3)cc2)CC1 | 19 | 2 | 41 | -6 | -27 | -6 | 2 | -20 | -58 | 1
30 | O=C(Nc1c(Cl)ccc2nsnc12)c1cccnc1 | -5 | 7 | -9 | -17 | 10 | 15 | 1 | -2 | -0.3 | -2
31 | Cc1ccc(NC(=O)CC2S/C(=N/c3nccs3)N(C)C2=O)cc1C (stereo unspecified) | 5 | 1 | 14 | -1 | 0 | 8 | -2 | x | 0.3 | 2
32 | CC(C)c1ccc(/C=C(\NC(=O)c2ccccc2)C(=O)NCCCn2ccnc2)cc1 | 22 | -1 | 59* | -14 | 3 | 20 | -4 | -6 | -0.1 | -1
33 | O=C(/C=C/c1ccc(F)cc1)NC(=S)Nc1ccccc1O | 18 | -4 | 26 | -87 | -210 | -49 | -4 | 1 | 0.9 | 7
34 | CCCC[C@@H]1C[C@H]1[C@@H](NC(=O)c1cccs1)c1ccc(Cl)cc1 | 7 | -2 | -5 | -18 | 16 | 7 | -6 | 2 | -0.3 | 10
35 | CC(C)(C)c1ccc(C(=O)c2c[nH]c(C(=O)NCCCn3ccnc3)c2)cc1 | -12 | 12 | -17 | -39 | 2 | 50 | 6 | -6 | -0.1 | 9
36 | Cc1ccc(S(=O)(=O)N2CCC(=O)CC2)cc1 | -2 | 2 | 5 | -19 | 4 | 12 | -5 | 10 | -0.1 | 1
37 | CCc1nnc(NC(=O)CSc2nnc(-c3ccc(OC)cc3)n2C)s1 | -2 | -1 | 0 | -5 | 28 | 15 | -2 | -10 | -0.3 | -4
38 | CN(Cc1cccs1)C(=O)Cc1c[nH]c2ccccc12 | 10 | 4 | 34 | -8 | -7 | -1 | 0 | 3 | 1.3 | -3
39 | CCc1cc(=O)oc2c3c(cc(OCC(=O)N[C@H](C(=O)O)[C@H](C)CC)c12)OC(C)(C)CC3 | -9 | 1 | -7 | -8 | 1 | 16 | 2 | 3 | 1.0 | -58
40 | COc1ccccc1S(=O)(=O)Cc1ccc(C(=O)N2CCN(c3ccccn3)CC2)o1 | x | 2 | x | -13 | x | x | -2 | x | x | -3
41 | Cc1nc(-c2ccc(Cl)cc2)sc1C1(C)CC(c2ccccc2F)=NO1 (stereo unspecified) | 13 | x | 34 | x | -38 | 7 | x | -1 | 3.4 | -1
42 | COCCNC(=S)N(CCc1c(C)[nH]c2ccccc12)Cc1cccnc1 | 0 | 1 | -1 | 0 | -7 | 5 | 3 | 9 | 0.7 | x
43 | c1ccc(C2CC(c3cccs3)=NN2c2ccccc2)cc1 (stereo unspecified) | 12 | 4 | 13 | -21 | 8 | 4 | 3 | -9 | -0.2 | x
44 | O=S(=O)(Cc1ccc(Cl)cc1)C1CCCCC1O (stereo unspecified) | -1 | -1 | 2 | -4 | 12 | 18 | -1 | 6 | -0.2 | 1
45 | COc1ccc(NC(=O)CSc2nc(N)c(-c3ccccc3)c(=O)[nH]2)cc1 | x | -2 | x | 1 | 8 | 18 | 1 | -3 | -0.2 | 0
46 | CCc1ccc(N(C2C=CS(=O)(=O)C2)S(=O)(=O)c2ccc(C)cc2)cc1 (stereo unspecified) | 5 | 3 | 13 | 3 | 3 | -10 | 4 | -12 | -0.6 | 2
47 | CC(=O)Nc1ccc(NC(=O)CC23CC4CC(CC(C4)C2)C3)cc1 | 5 | 5 | 7 | -5 | 11 | 4 | 10 | -2 | 0.8 | 1
48 | CC(C)CC(NC(N)=O)C(=O)NCc1ccc(Cl)cc1 (stereo unspecified) | 6 | 0 | -5 | -24 | 6 | 14 | 3 | -12 | -0.1 | -2
49 | CN(Cc1nc2ccc(F)cc2[nH]1)Cc1c(C(=O)N(C)C)nc2ccc(Cl)cn12 | 0 | 1 | -3 | -6 | 30 | -7 | 9 | 4 | -0.2 | -6
50 | Cc1nc2sccn2c(=O)c1Cl | 3 | 2 | 4 | -35 | 18 | 17 | 1 | 0 | 0.0 | -1

Going on with the list.
nr | canonical_smiles | HSF1 inh | HSP90 refold inh | HSF1 activator | KLF5 inhibitor | aSyn 5UTR inh | AI-2 QS modul | IEC-6 tox | Platelet DG rel | HIF activator | HDAC3 inh
51 | CCc1cccc(CC)c1-n1c(SCC(=O)N2CCc3ccccc3C2)nnc1-c1cccnc1 | 5 | -2 | 5 | -10 | 13 | 7 | -1 | -2 | -0.2 | 0
52 | Cc1ccccc1N/C(SCc1ccc(Cl)cc1)=C(/C#N)C(=O)NCc1ccco1 | 9 | 6 | 23 | 3 | 14 | 3 | -4 | 2 | 0.4 | 2
53 | CCSc1ccccc1C(=O)N=C1NC(=O)CC2C(=O)NCCN12 (stereo unspecified) | 2 | 2 | -4 | 4 | -2 | 34 | -3 | 4 | 0.0 | -2
54 | CS(=O)(=O)c1ccc2nc(NC(=O)CCS(=O)(=O)c3ccccc3)sc2c1 | 11 | -4 | 9 | 5 | -5 | 16 | 20 | -20 | -0.1 | -2
55 | O=c1cc(CSc2nc(NCc3ccccc3)c3ccccc3n2)nc2ccc(Cl)cn12 | -10 | 2 | -12 | -8 | 10 | 11 | -4 | 3 | -0.1 | -2
56 | CC1=NOC(=O)/C1=C\c1ccc(-c2cc(Cl)ccc2Cl)o1 | -3 | 1 | 13 | -8 | -2 | 14 | -6 | 4 | -0.1 | 6
57 | CCOc1ccc(OCCSc2nc(C)cc(=O)[nH]2)cc1 | 16 | 12 | 18 | -41 | -21 | 36 | -1 | -10 | 1.0 | -4

Arranged by the number under AI-2 QS modul (ascending): some entries from above
| entry | smiles | AI-2 QS modul |
| --- | --- | --- |
| 52 | Cc1ccccc1N/C(SCc1ccc(Cl)cc1)=C(/C#N)C(=O)NCc1ccco1 | 3 |
| 56 | CC1=NOC(=O)/C1=C\c1ccc(-c2cc(Cl)ccc2Cl)o1 | 14 |
| 54 | CS(=O)(=O)c1ccc2nc(NC(=O)CCS(=O)(=O)c3ccccc3)sc2c1 | 16 |
